From PubChem
RPL19A TOR yeast: modulators of TOR pathway RPL19A-GFP in S. cerevisiae; percent response vs DMSO, % at 10 µM; S. cerevisiae RPL19A-GFP strain, flow cytometry, 3 h; stronger effect = lower value; 0.3% of 330,000 active; AID 2025;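 active = percent response vs DMSO below 50%; inconclusive = fewer than 70 events counted for the yeast strain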;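 note: median channel GFP fluorescence of the barcoded RPL19A-GFP strain; ratio of sample median GFP to plate DMSO average so 100% = DMSO; lower means less RPL19A-GFP as with rapamycin TOR inhibition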
Yeast superoxide: yeast age-related superoxide inhibition as caloric restriction mimetic; superoxide response (% of plate mean), % at 10 µM; 0.18% of 330,000 active; S. cerevisiae aged cells, superoxide DHE fluorescence; stronger effect = lower value;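 active = superoxide response under a set limit, about three screen SD below normal, cut at about 65% in these data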;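 note: yeast aged for seven days with compound at 30 °C before DHE staining; 100% = average MFI of all compound-treated wells on the plate with controls excluded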
CIT2 TOR yeast: modulators of TOR pathway CIT2-GFP in S. cerevisiae; S. cerevisiae CIT2-GFP strain, flow cytometry, 3 h; 100 means same as DMSO wells; GFP response vs DMSO, % at 10 µM; 0.065% of 320,000 active;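 active = GFP response relative to DMSO above a set limit, near the screen mean plus 3 SD, cut at about 150% in these data; inconclusive = Fewer than 70 cells measured for a yeast strain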;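 note: ratio of well median GFP fluorescence to mean of DMSO wells on the plate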
AGP1 TOR yeast: modulators of TOR pathway AGP1-GFP in S. cerevisiae. 0.02% of 320,000 active. S. cerevisiae AGP1-GFP multiplex flow cytometry, 3 h; GFP as percent of DMSO wells. GFP response vs DMSO, % at 10 µM;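 active = GFP response relative to DMSO above a set limit, near screen average plus 3 SD, cut at about 150% in these data; inconclusive = fewer than 70 cells counted for the yeast strain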;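 note: median GFP channel fluorescence of the gated AGP1 strain per well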
MEP2 TOR yeast: alters MEP2-GFP fluorescence in TOR pathway yeast screen; S. cerevisiae MEP2-GFP strain, flow cytometry GFP, 3 h; 100% = DMSO control level; GFP response vs DMSO, % at 10 µM; 0.51% of 330,000 active;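 active = GFP response versus DMSO above a set limit, roughly screen mean plus 3 SD, cut at about 180% in these data; inconclusive = fewer than 70 cells counted for a yeast strain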;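 note: median GFP fluorescence of the barcode-gated MEP2-GFP cells per well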
Efflux pump inh: antifungal efflux pump inhibition, Nile Red retention; S. cerevisiae Candida pump triplex; inhibition, % at 10 µM; 0.44% of 330,000 active; AID 485275;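 active = plate passing quality check with inhibition over a set limit, or well fluorescence over plate mean plus 4 SD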;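 note: Nile Red retained in pooled yeast measured as flow cytometry median fluorescence; 0% = buffer negative control and 100% = Enniatin B positive control; higher means more Nile Red kept so more efflux inhibition; some compounds called inactive have numbers as strong as hits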
LAP4 TOR yeast: modulators of TOR pathway LAP4-GFP in S. cerevisiae | 0.34% of 320,000 active | S. cerevisiae LAP4-GFP multiplex, flow cytometry GFP, 3 h; median GFP as percent of DMSO wells | GFP response vs DMSO, % at 10 µM;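 active = GFP response vs DMSO above a set limit, about the screen mean plus 3 SD, cut at about 150% in these data; inconclusive = under 70 cell events counted for the yeast strain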
AHR activator: activators of human aryl hydrocarbon receptor. P35869. AHR-responsive luciferase reporter cells, luminescence. activation, % at 5 µM. 2.5% of 320,000 active; in the data active = activation above about 47%;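 note: 0% = vehicle wells and 100% = reference agonist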
Target sequence (P35869 whole entry, looked up): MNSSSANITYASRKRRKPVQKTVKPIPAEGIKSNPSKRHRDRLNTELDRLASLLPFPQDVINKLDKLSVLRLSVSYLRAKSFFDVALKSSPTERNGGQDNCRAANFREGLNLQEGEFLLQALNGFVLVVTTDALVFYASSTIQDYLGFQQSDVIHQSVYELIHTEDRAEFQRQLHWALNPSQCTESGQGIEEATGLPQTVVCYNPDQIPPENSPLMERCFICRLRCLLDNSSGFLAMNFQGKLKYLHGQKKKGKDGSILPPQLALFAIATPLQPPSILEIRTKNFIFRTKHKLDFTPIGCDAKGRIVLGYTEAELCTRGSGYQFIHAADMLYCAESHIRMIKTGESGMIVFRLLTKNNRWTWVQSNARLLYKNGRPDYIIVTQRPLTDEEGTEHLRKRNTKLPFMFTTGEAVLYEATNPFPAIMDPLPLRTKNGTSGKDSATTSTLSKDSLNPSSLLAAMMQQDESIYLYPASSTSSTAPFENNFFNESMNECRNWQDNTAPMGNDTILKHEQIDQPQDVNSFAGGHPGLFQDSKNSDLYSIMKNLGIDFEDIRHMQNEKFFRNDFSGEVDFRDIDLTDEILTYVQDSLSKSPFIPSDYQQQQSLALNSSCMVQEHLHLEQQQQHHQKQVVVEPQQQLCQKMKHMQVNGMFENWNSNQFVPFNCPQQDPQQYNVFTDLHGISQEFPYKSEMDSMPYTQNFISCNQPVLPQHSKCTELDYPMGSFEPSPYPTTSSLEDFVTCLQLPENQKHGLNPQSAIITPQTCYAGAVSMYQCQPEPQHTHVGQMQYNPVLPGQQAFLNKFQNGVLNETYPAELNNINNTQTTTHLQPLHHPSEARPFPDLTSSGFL
The depositor's hits bear a star; u = inconclusive; x = no result given; [ ] = remark or other dose.

SMILES	RPL19A TOR yeast	Yeast superoxide	CIT2 TOR yeast	AGP1 TOR yeast	MEP2 TOR yeast	Efflux pump inh	LAP4 TOR yeast	AHR activator
CC(C)N1CCC(N2CCN(Cc3cccnc3)CC2CCO)CC1 (stereo not drawn)	100	96	90	101	98	0.3	93	1
CN1Cc2c(N3CCOCC3)nc(SCc3ccccc3)c(C#N)c2CC1(C)C	96	134	95	100	99	1.1	99	3
Cc1ccnc(NC(=O)CC(NC(=O)c2ccccc2Cl)c2ccccc2)c1 (stereo not drawn)	101	100	106	109	102	0.0	95	-1
COc1ccc(CNC(=O)c2cccc(N3CCCC3=O)c2)cc1	91	85	87	90	95	-0.1	93	0
O=C(O)CSC(C(=O)Nc1ccc(Br)cc1)c1ccccc1 (stereo not drawn)	106	114	103	113	103	0.0	103	-1
Cc1ccc(C)c(NC(=O)c2c(Cl)nc3ccccn23)c1	102	131	109	94	105	0.0	83	-6
CN1C(=O)COc2ccc(C(=O)c3ccccc3C(=O)O)cc21	92	100	87	96	96	-0.1	111	3
Cc1ccc(O)c(C(=O)c2cnc3c(c2)CN(C)C(=O)N3)c1	101	89	104	100	99	-0.1	97	6
COc1cc(/C=C(\C#N)C(=O)NCC2CCCO2)ccc1OCCC(C)C (stereo not drawn)	99	96	98	105	99	0.0	113	0
Cc1cc(C)cc(Nc2ncnc3nc[nH]c23)c1	98	111	101	108	102	0.1	103	14
CNS(=O)(=O)c1ccc(NCC2COc3ccccc3O2)c([N+](=O)[O-])c1 (stereo not drawn)	100	109	89	98	98	0.1	97	17
Cc1ccc(NC(=O)C[n+]2ccccc2)cc1C	100	95	95	101	97	0.0	87	3
C/C=C(\C)C(=O)NCCN1C2=NC[C@H](Cc3ccccc3)N2C[C@@H]1Cc1ccc(OC)cc1	99	89	88	89	92	-0.2	107	0
Cc1ccc(S(=O)(=O)NC(C)C(=O)NC2CCCCCC2)cc1 (stereo not drawn)	98	85	94	98	93	0.0	100	0
CCOc1ccc(OCC(=O)NCc2n[nH]c(=O)c3ccccc23)cc1	97	104	112	107	97	0.0	109	10
CN(C)c1ccc(/C=N/NC(=O)c2cccc(N3CCCC3=O)c2)cc1	100	106	95	99	103	-0.1	102	26
Cc1cccc(CC(=O)NCCS(=O)(=O)N2CCN(c3cccc(Cl)c3)CC2)c1	92	113	91	104	94	-0.2	110	1
CC(CO)Nc1nc(SCc2ccccc2)nc2sc3c(c12)CCC3 (stereo not drawn)	94	114	90	92	99	-0.1	109	9
C/C(=C1/SC(N2CCCC2)=NC1=O)c1ccc(Br)cc1	98	117	100	x	108	0.0	115	26
CC1CCN(c2nc3c(c(=O)n(C)c(=O)n3C)n2CCSc2nc3ccccc3s2)CC1	102	103	96	97	98	0.4	102	7
CCOC(=O)c1nn(-c2cccc(Cl)c2)c2nc(CC(C)C)c(C#N)c(=O)n12	97	97	95	99	91	0.1	91	12
c1ccc(Cn2c(SCc3cn4cccnc4n3)nnc2-c2ccco2)cc1	92	125	88	91	91	0.1	81	-1
CN1C(C(=O)Nc2ccc(OC(F)(F)F)cc2)=CC(c2ccco2)=NS1(=O)=O	105	101	102	108	106	-0.2	105	1
COc1ccc(NC(=O)/C=C/c2ccco2)cn1	92	96	89	99	99	-0.2	100	8
CC(C)c1ccc(S(=O)(=O)N2CCN(C(=O)c3cc(-c4ccccc4)n[nH]3)CC2)cc1	101	98	95	103	109	0.1	105	3
CC(=O)c1ccc(N2CCN(CC(=O)Nc3ccccc3C(=O)NC3CC3)CC2)c(F)c1	93	87	91	99	80	0.0	87	-1
O=C(CN1C(=O)NC2(CCOc3ccccc32)C1=O)NCC(F)(F)F (stereo not drawn)	102	107	109	95	103	-0.1	90	0
CCOC(=O)c1cc(NC(=O)CCC(=O)O)ccc1N1CCCCC1	96	105	114	117	86	0.1	109	0
CCOC(=O)N1CCN(S(=O)(=O)c2ccc(C(=O)N(CCN(C)C)c3nc4ccc(CC)cc4s3)cc2)CC1	97	111	98	105	98	0.0	111	4
C=C(C)C(=O)Oc1ccc(N2C(=O)CCC2=O)cc1	104	104	83	106	100	0.1	90	1
COc1cc(/C=C(/C#N)C(=O)NCCc2c[nH]c3ccccc23)ccc1OCc1ccccc1F	x	109	100	98	95	0.1	91	-1
C=CCn1cc(CN2CCC(C(=O)Nc3cccc(-c4cccc(F)c4)c3)CC2)c(C)n1	114	101	102	107	122	-0.3	130	7
CCN(CC)c1nc2c(c(=O)[nH]c(=O)n2C)n1CCCc1ccccc1	104	98	110	104	108	0.0	87	0
O=C(CCC(=O)N1CCOCC1)NCCc1ccc(F)cc1	110	80	104	113	127	-0.1	119	2
O=[N+]([O-])c1ccc(/C=N\N2CCN(c3ccc(Cl)cc3)CC2)cc1	103	78	97	105	101	-0.1	102	-3
Cc1ccc(Cl)cc1N(C)C(=O)Cn1ncc2c([nH]c3ccccc32)c1=O	99	128	85	92	90	0.1	106	24
C#CCOc1ccc(/C=C2/C(=O)NN(c3ccc(F)cc3)C2=O)cc1OC	103	100	97	90	98	0.0	84	0
Cc1ccc(-c2nc(N)sc2C)cc1	106	101	95	98	101	0.0	95	3
COC(=O)c1cccc(NC(=S)N2CCCCC2)c1	101	90	106	105	103	0.0	102	5
CSCC[C@H](NC(=O)OC(C)(C)C)C(=O)N1CCC(C(=O)N[C@@H](Cc2c[nH]c3ccccc23)C(=O)O)CC1	98	84	98	101	101	0.0	100	4
CC(=O)c1cccc(N=C2NC(=O)C(CO)(CO)S2)c1	103	98	114	102	117	-0.1	102	1
Cc1nnc(NC(=O)CN2CCN(Cc3ccc(F)cc3Cl)CC2)s1	102	109	103	100	104	-0.1	98	-2
CCCc1cc(=O)[nH]c(SCC(=O)Nc2cc(S(=O)(=O)N(CC)c3ccccc3)ccc2Cl)n1	97	111	103	101	101	-0.4	101	1
CCOc1cc(C(=O)NC(=S)Nc2cccnc2)cc(OCC)c1OCC	89	95	77	85	93	0.2	100	15
CS(=O)(=O)N1CCc2cc(C(=O)Nc3ccc(Br)cc3)ccc21	99	96	104	99	109	0.1	102	-1

A run of entries of the results above, for reference:
SMILES	RPL19A TOR yeast	Yeast superoxide	CIT2 TOR yeast	AGP1 TOR yeast	MEP2 TOR yeast	Efflux pump inh	LAP4 TOR yeast	AHR activator
COc1ccc(NC(=O)/C=C/c2ccco2)cn1	92	96	89	99	99	-0.2	100	8
CC(C)c1ccc(S(=O)(=O)N2CCN(C(=O)c3cc(-c4ccccc4)n[nH]3)CC2)cc1	101	98	95	103	109	0.1	105	3

(more compounds)
SMILES	RPL19A TOR yeast	Yeast superoxide	CIT2 TOR yeast	AGP1 TOR yeast	MEP2 TOR yeast	Efflux pump inh	LAP4 TOR yeast	AHR activator
CCOc1cc(C(=O)Nc2ccc3c4c(cccc24)C(=O)N3CC)cc(OCC)c1OCC	100	122	109	99	99	-0.1	99	3
CCCS(=O)(=O)c1ccc(COC(=O)Cc2ccc([N+](=O)[O-])cc2)cc1	99	81	91	93	87	0.2	92	0
O=C(NCCCc1ccccc1)C(=O)NCC1OCCN1S(=O)(=O)c1ccc(F)cc1 (stereo not drawn)	101	104	102	99	103	-0.2	89	-1
COc1cc(C(=O)Nc2ccc(O)cc2C(=O)O)ccc1OC(C)=O	92	109	88	98	107	0.1	98	1
COc1ccc(C)cc1S(=O)(=O)Nc1cccc(Cl)c1Cl	93	98	91	94	85	0.2	90	13
COc1cc(CN2CCCC(CO)(Cc3cccc(Cl)c3)C2)cc2c1OCO2 (stereo not drawn)	100	89	106	102	102	0.2	99	34
Cc1ccc(S(=O)(=O)Cn2nnnc2C(CC(C)C)N2CCN(c3ccccc3)CC2)cc1 (stereo not drawn)	106	102	90	103	106	0.9*	94	-6
COc1cc(Cl)c(CN2CCC(CO)(CCOc3ccccc3)CC2)cc1OC	99	99	104	101	104	0.0	95	2
Cn1nc(-c2ccccc2)cc1NC(=O)Nc1ccccc1F	92	109	82	90	91	0.2	122	32
COc1cccc(C(=O)NC(=S)N2CCN(c3ccc(C(F)(F)F)cc3[N+](=O)[O-])CC2)c1	94	107	87	111	96	-0.2	104	0
COc1ccc(OC)c2sc(NNC(=O)COc3ccccc3)nc12	96	102	83	94	90	0.5	102	79*
CC(=O)c1cccc(S(=O)(=O)N2CCC(c3nc4ccccc4[nH]3)CC2)c1	100	98	103	94	102	-0.1	92	4
O=C(Nc1cccc([N+](=O)[O-])c1)NC1CCCCCCC1	100	72	91	92	99	-0.1	66	x
C[C@H](NC(=O)c1nc[nH]c1C(=O)N1CCNCC1)C(=O)OCc1ccccc1	105	106	103	107	108	-0.1	101	1
O=c1oc(-c2ccco2)nc2c1cnn2-c1ccccc1	85[may fluoresce violet]	97	u	61[may fluoresce violet]	82[may fluoresce violet]	-0.3	86[may fluoresce violet]	-2

Taken from above:
AHR activator result of CC(=O)c1ccc(N2CCN(CC(=O)Nc3ccccc3C(=O)NC3CC3)CC2)c(F)c1 : -1
RPL19A TOR yeast result of O=C(CCC(=O)N1CCOCC1)NCCc1ccc(F)cc1 : 110
AGP1 TOR yeast result of CCCS(=O)(=O)c1ccc(COC(=O)Cc2ccc([N+](=O)[O-])cc2)cc1 : 93

Remaining list, next part:
SMILES	RPL19A TOR yeast	Yeast superoxide	CIT2 TOR yeast	AGP1 TOR yeast	MEP2 TOR yeast	Efflux pump inh	LAP4 TOR yeast	AHR activator
Cc1ccc(C)c(OC(C)C(=O)Nc2ccc(S(=O)(=O)Nc3nccs3)cc2)c1 (stereo not drawn)	98	99	104	89	100	-0.1	94	2
Cc1ccccc1CN1C(=O)c2ccccc2S1(=O)=O	99	88	103	111	105	0.1	110	1
CC(C)(C)CC(C)(C)NC(=S)NC1CCN(Cc2ccccc2)CC1	101	95	97	101	101	0.1	93	-1
CCCCCCCC(=O)Nc1cc(C(=O)NCCC)ccc1N1CCC2(CC1)CC(c1ccccc1)=NO2	103	97	96	92	95	0.9*	109	-1
COc1ccc(NC(=O)c2c(OC)cccc2OC)c(OC)c1	100	107	100	102	105	0.2	106	9
O=C(NCCc1ccc(F)cc1)c1ccc2c(=O)n3c(nc2c1)CCC3	104	115	109	109	104	0.0	111	11
CCCC(=O)Nc1cc(OC)c(NC(=O)NC2CCCCC2)cc1OC	96	89	99	102	103	0.0	92	10
CN(C[C@H](Cc1ccccc1)N(C[C@H](c1ccccc1)N(CCc1ccccc1)N=O)N=O)N=O	100	102	70	85	97	0.1	134	5
CC(C)(C)c1ccc(NC(=O)c2c(F)cccc2Cl)cc1	96	101	90	90	97	0.0	101	-3
C/C(=N\NC(=O)Cn1nc(C)c(Br)c1C)c1cccs1	103	116	98	95	102	0.2	100	3
C#CCOCCOCCOCCNc1nc(N2CCN(C(=O)CCCCCCCCCCNC(=O)[C@@H](CCSC)n3cc(CCO)nn3)CC2)nc(N2CCN(C(=O)CCCCCCCCCCNC(=O)[C@H](CO)n3cc(CCCCCN)nn3)CC2)n1	95	101	92	101	102	0.1	97	0
O=C(O)C1Nc2c(O)cccc2C2C=CCC12 (stereo not drawn)	105	95	134	93	140	0.2	104	22
Cc1ccccc1NC(=S)NC(C)C(c1cccs1)N1CCOCC1 (stereo not drawn)	100	103	99	102	95	0.0	93	0
COc1ccccc1CNC(=O)COC(=O)c1ccc(C(=O)c2ccccc2)cc1	103	91	104	101	100	0.0	109	0
Brc1ccc(CN2CCCCCC2)cc1	103	100	92	111	107	0.5	111	5
O=C(C1CCOCC1)N1CCCC(N2CCN(c3ccc(F)cc3)CC2)C1 (stereo not drawn)	98	101	91	94	96	0.1	92	2
CSc1ncccc1C(=O)OCC(=O)NC(C)C	104	98	97	105	102	-0.1	96	1
COc1ccc(-c2c(C)nn3c(N)c(-c4ccccc4)cnc23)cc1OC	102	94	102	99	106	0.0	96	-4
Cc1nnc(NC(=O)CSc2nc(C(C)C)nc3ccccc23)s1	99	108	100	102	99	0.2	101	0
